STK33 kinase inh: blocks human STK33 kinase activity; actives 0.073% (n = 320,000); Q9BYT3; inhibition, % at 10 µM; AID 2661; purified STK33, MBP phosphorylation, ADP-Glo luminescence;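 active means inhibition at or above 25%, using the most active replicate where run in duplicate; inactive means inhibition below 25%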
Target sequence (Q9BYT3 whole entry, looked up): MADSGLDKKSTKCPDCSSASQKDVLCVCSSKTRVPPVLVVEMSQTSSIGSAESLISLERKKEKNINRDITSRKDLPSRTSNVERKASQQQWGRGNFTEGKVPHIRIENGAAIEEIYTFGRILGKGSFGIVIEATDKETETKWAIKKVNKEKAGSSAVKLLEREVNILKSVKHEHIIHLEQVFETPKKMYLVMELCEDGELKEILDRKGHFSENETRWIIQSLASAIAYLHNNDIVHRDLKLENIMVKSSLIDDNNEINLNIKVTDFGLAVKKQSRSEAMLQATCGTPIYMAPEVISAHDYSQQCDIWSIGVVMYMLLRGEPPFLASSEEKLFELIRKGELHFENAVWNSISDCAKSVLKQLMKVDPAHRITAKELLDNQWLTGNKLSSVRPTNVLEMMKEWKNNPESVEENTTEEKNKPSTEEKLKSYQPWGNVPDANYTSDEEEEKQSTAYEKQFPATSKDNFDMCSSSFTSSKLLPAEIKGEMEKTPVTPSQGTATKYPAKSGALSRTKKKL
Kir21 block: inhibitors of mouse Kir2.1 inward-rectifier potassium channel | P35561 | HEK293-Kir2.1, FluxOR thallium flux fluorescence; hits give low values | B-score at 10 µM | actives 0.85% (n = 310,000);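 active means fluorescence ratio B-score at or below minus 3 SD of library scores, with starting-brightness B-score within 2 SD, cut at about -4.2 in these data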;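 further: channel flux triggered by added potassium and thallium sulfate stimulus; B-score of peak minus minimum fluorescence over baseline after thallium stimulus; more negative B-score means stronger Kir2.1 block with less thallium influx; some compounds called inactive have numbers as strong as hits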
Target sequence (P35561 whole entry, looked up): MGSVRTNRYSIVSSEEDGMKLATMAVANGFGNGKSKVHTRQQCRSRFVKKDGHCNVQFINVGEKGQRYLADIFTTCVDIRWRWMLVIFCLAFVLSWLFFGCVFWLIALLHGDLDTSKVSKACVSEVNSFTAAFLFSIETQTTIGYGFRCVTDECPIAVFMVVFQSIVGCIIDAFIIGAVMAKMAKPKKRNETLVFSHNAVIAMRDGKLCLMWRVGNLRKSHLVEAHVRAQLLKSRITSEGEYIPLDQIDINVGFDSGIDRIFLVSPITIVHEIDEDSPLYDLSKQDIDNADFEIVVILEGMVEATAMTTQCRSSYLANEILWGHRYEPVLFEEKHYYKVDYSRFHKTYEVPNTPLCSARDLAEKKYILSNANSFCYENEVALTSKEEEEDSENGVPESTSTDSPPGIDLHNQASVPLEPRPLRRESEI
The depositor's hits bear a star; . = not tested or not shown.

SMILES | STK33 kinase inh | Kir21 block
O=S(=O)(NCC(c1ccc2c(c1)OCO2)N1CCOCC1)c1ccccc1 (stereo not given) | -1.2 | 0.09
COc1ccc(NC(=S)NC2CCCC2)c(OC)c1 | 1.3 | 1
CCOC(=O)c1ccccc1NC1c2ccccc2C(=O)N1c1ccc(C)cn1 (stereo not given) | -0.6 | -0.64
CC(=O)Nc1ccc(C(=O)OC2CCCCC2=O)cc1 (stereo not given) | -1.0 | 0.97
O=C(NCCC(=O)N1CCN(c2ncccn2)CC1)c1ccccc1Cl | -2.9 | -0.18
COc1ccccc1N1CCN(C(=O)Nc2cccc(Cl)c2)CC1 | -0.6 | 0.14
O=C(CN1CCCCC1)NCC1(c2ccccc2)CCCC1 | -1.1 | -1.6
CC(=O)Nc1ccc(NC(=O)C(C)n2nc([N+](=O)[O-])c(Br)c2C)cc1 (stereo not given) | -0.2 | -1.2
C=C[C@@H]1c2cc(C)ccc2N(S(=O)(=O)c2ccc(C)cc2)[C@H](c2ccccc2C(F)(F)F)C1(C#N)C#N | -0.9 | .
O=C1CC(=O)N(Cc2ccco2)C(=O)N1 | . | -0.8
Cc1nnc(SCC(=O)Nc2ccc(F)cc2)n(N)c1=O | -0.4 | 0.25
CC1=C([N+](=O)[O-])C(c2ccccc2C(F)(F)F)NC(=O)N1C (stereo not given) | 0.3 | 0.94
O=C(CCC1CCCC1)NCCS(=O)(=O)N1CCN(c2ccc(F)cc2)CC1 | 0.1 | 0.18
C/C(Cn1cnc([N+](=O)[O-])n1)=N\NC(=O)c1ccncc1 | 0.2 | -0.15
CCOC(=O)C1CCN(S(=O)(=O)c2ccc3c(c2)CCN3C(=O)C2CCC2)CC1 | -0.6 | -0.45
CC1CN(c2ccc(NS(=O)(=O)c3ccccc3)cc2C(=O)O)CC(C)O1 (stereo not given) | 1.7 | -1.1
CCOC(=O)C1(CCOc2ccccc2)CCN(C(=O)CCSC)CC1 | -0.1 | 2.1
O=C(Oc1ccc(Cl)c2cccnc12)N1CCOCC1 | -0.3 | -0.02
CCOC(=O)CN1C(=O)COc2ccc(C(C)(C)C)cc21 | -1.1 | -2.5
CCCCn1c(-c2cccs2)nc2oc3ccccc3c(=O)c2c1=O | -2.1 | -2.9
CCc1cccc(NC(=O)COC(=O)/C=C/c2cccs2)c1 | 0.1 | 0.16
Cc1onc(-c2ccccc2)c1C(=O)NC(=S)NNC(=O)c1cccnc1 | 0.3 | 0.05
Cc1ccc(NC(=O)CSc2ccc3nnc(-c4ccccn4)n3n2)cc1 | -0.1 | -0.05
COc1ccccc1N(C(=O)c1cncc(Br)c1)c1nc(-c2ccc(C)cc2)cs1 | -0.4 | 1.2
O=C(CSc1nnc2ccc(-c3ccccn3)nn12)Nc1ccccc1F | 0.1 | -0.64

Additional results.
SMILES | STK33 kinase inh | Kir21 block
Cc1cc(N2CCOCC2)nc2ccc(NC(=S)NCCC(C)C)cc12 | 1.4 | 0.77
CCN(C(=O)CSc1nnc2ccccn12)C1CCS(=O)(=O)C1 (stereo not given) | -0.4 | -0.06
CCN(CC)C(=O)Cn1cc(C(=O)C(=O)N(C)C2CCN(C)CC2)c2ccccc21 | -1.4 | 0.9
CC1CCCN(C(=O)c2cc(-c3cccs3)nc3ccccc23)C1 (stereo not given) | -1.1 | .
O=C(c1ccccc1)c1nn(-c2ccccc2)c(=O)cc1C(F)(F)F | -2.7 | 2.1
O=C(Cn1cnc([N+](=O)[O-])c1)Nc1ccccc1C(F)(F)F | -2.3 | 0.03
CC(=O)c1ccc(NS(=O)(=O)c2ccc3c(c2)N(C)CCO3)cc1 | 0.0 | 1.6
COc1cc(=O)[nH]c(SCC(=O)Nc2ccc3ccccc3c2)n1 | -0.6 | 0.87
COC(=O)[C@@]12CCCCN1[C@H](c1ccc(-c3cccc(Cl)c3)c(OC)c1)[C@H]1C(=O)N(C)C(=O)[C@H]12 | -0.2 | -0.46
CC(=O)Oc1ccc(C(=O)Nc2nccs2)cc1 | 3.9 | 0.43
CC(C)(C)c1c(Cl)c(O)c(-c2ccccc2)c(=O)n1-c1ccccc1 | . | -0.13
Cc1cc(C)n2nc(C(=O)NNC(=O)c3ccc(Cl)cc3)nc2n1 | -0.5 | -1.4
CNCc1c(OCc2ccccc2F)ccc2ccccc12 | -0.6 | -2.2
c1ccc(-c2noc(-c3ccncc3)n2)nc1 | 12 | -0.6
C=C(C)CNC(=S)N/N=C/c1ccc(N2CCOCC2)cc1 | -2.7 | -0.57
CCC1C(=O)N=C(SCC(=O)Nc2ccc(C)cc2)N(c2ccccc2)C1=O (stereo not given) | -2.8 | 0.06
CCC(C(=O)NCCC1=CCCCC1)n1nc(C)c2c(C)n(-c3ccccc3)nc2c1=O (stereo not given) | 2.9 | 1.5
COC(=O)CC1C(=O)NCCN1C(=O)Nc1ccc(Cl)c(Cl)c1 (stereo not given) | -2.1 | -0.75
O=C(NCCS(=O)(=O)N1CCN(c2ccccc2)CC1)c1ccc2c(c1)OCO2 | -3.4 | -0.09
CNC(=O)c1ccc(NC(=O)C2CCN(S(=O)(=O)c3cccc(C(F)(F)F)c3)CC2)cc1 | 0.2 | .
CCCN(Cc1ccccc1)C(=O)Nc1ccc2c(c1)nnn2C | 0.4 | -1.2
Cc1cc(C(=O)NNC(=O)CCCOc2ccccc2)c(C)o1 | -1.5 | -0.76
Cc1ccc(C)n1-c1sccc1C(=O)O | . | -1.3
O=C(Nc1ccnc(-c2cccnc2)n1)c1cccs1 | 0.3 | 1.7
CCN1CCc2c(sc(NC(=O)c3ccc4ccccc4c3)c2C(N)=O)C1 | 4.0 | -2.4

Ordered by count of non-hydrogen atoms (rising): five of the compounds above.
SMILES | STK33 kinase inh | Kir21 block
O=C(Cn1cnc([N+](=O)[O-])c1)Nc1ccccc1C(F)(F)F | -2.3 | 0.03
CC(=O)c1ccc(NS(=O)(=O)c2ccc3c(c2)N(C)CCO3)cc1 | 0.0 | 1.6
CC(C)(C)c1c(Cl)c(O)c(-c2ccccc2)c(=O)n1-c1ccccc1 | . | -0.13
CCC1C(=O)N=C(SCC(=O)Nc2ccc(C)cc2)N(c2ccccc2)C1=O (stereo not given) | -2.8 | 0.06
CNC(=O)c1ccc(NC(=O)C2CCN(S(=O)(=O)c3cccc(C(F)(F)F)c3)CC2)cc1 | 0.2 | .

Single values from the results shown:
Result of O=C(CCC1CCCC1)NCCS(=O)(=O)N1CCN(c2ccc(F)cc2)CC1 under STK33 kinase inh: 0.1
Result of O=C1CC(=O)N(Cc2ccco2)C(=O)N1 under Kir21 block: -0.8

The results go on.
SMILES | STK33 kinase inh | Kir21 block
COc1cccc(CNC(=O)CN2c3cccc4cccc(c34)S2(=O)=O)c1 | -2.5 | -2.1
Cc1ccc(C#CC[N+](C)(C)CC#Cc2ccccc2)cc1 | 0.1 | 0.11
Cc1ccc(NC(=S)/N=C(\N)Nc2nc(C)c3ccccc3n2)cc1C | -0.5 | 0.05
COc1ccc(Nc2ccc(S(=O)(=O)N3CCCCC3)cc2[N+](=O)[O-])cc1OC | -2.7 | -1.2
COc1cc(C#N)c(NS(=O)(=O)c2ccc3[nH]c(=O)sc3c2)cc1OC | 1.0 | 1.2
CCSc1ncnc2c1sc1nc(-c3ccco3)c3c(c12)CC(C)(C)OC3 | -0.4 | 0.17
COc1cc(CN2CCN(C(C)C)C(CCO)C2)ccc1OCc1ccccc1 (stereo not given) | -1.3 | 0.33
OCCC1CN(Cc2cccc3nonc23)CCN1Cc1ccsc1 (stereo not given) | -2.1 | 0.11
O=C(N/N=C/c1ccco1)c1ccc(NC(=O)C2CC2)cc1 | 10 | 0.03
O=C(CSc1ncnc2c1nnn2Cc1ccc(F)cc1)NC1CCCC1 | -0.9 | -0.59
CC(C)(C)c1ccc(CN2C(=O)c3ccccc3S2(=O)=O)cc1 | -1.8 | 0.01
O=C(COC(=O)c1cccnc1Cl)Nc1cccc(S(=O)(=O)N2CCCCC2)c1 | 0.8 | -1.5
NC(=O)C1CCN(CCCNC2CC(=O)N(Cc3ccc(N4CCCC4=O)cc3)C2=O)CC1 (stereo not given) | 0.5 | 0.71
CCOCCCNC(=O)CN1C(=O)NC(Cc2c[nH]c3ccccc23)C1=O (stereo not given) | -2.5 | -0.07
CC(C)CCN(CC(=O)NCc1ccc(F)cc1)S(=O)(=O)c1ccccc1F | -0.9 | 0.27
O=C(CCC1CCCCC1)NC1CCCCC1 | 0.7 | .
Cc1ccc2oc(=O)c3cc(C(=O)N4CCN(C(=O)c5ccco5)CC4)sc3c2c1 | 1.5 | 0.02
COc1ccc(CNC(=O)CCN2C(=O)c3ccccc3S2(=O)=O)cc1 | -1.1 | -0.77
CCN1C(=O)/C(=C2/C=Cc3cc(C)ccc3N2CC)N(C)C1=S | 4.3 | 1.1
COC(=O)c1cc(=O)n(Cc2ccc3c(c2)OCO3)c(=Nc2ccc(F)cc2)s1 | -0.3 | -2.2
CCN(CC)S(=O)(=O)c1ccc(N2CCCC2)c(NS(=O)(=O)c2ccc([N+](=O)[O-])cc2)c1 | -1.2 | 0.45
CC(C)(O[C@@H]1O[C@H](CO)[C@@H](O)[C@H](O)[C@H]1O)[C@@H]1CC=C(C(=O)O)CC1 | 0.4 | .
Nn1c(COc2ccccc2)nc2ccccc2c1=O | -1.7 | 0.04
CC1(C)SC2c3ccccc3C(=O)N2[C@@H]1C(=O)NCCCN1CCOCC1 (stereo not given in full) | -1.5 | -0.12
Cc1nnc(C)n1/N=C/c1ccc(-c2ccccc2Cl)o1 | -0.4 | 0.17

(list continues)
SMILES | STK33 kinase inh | Kir21 block
CN(C)S(=O)(=O)c1ccc(C(=O)NCC2(N3CCOCC3)CCCCC2)cc1 | -0.9 | .
COC(=O)[C@@]1(Cc2ccc(OC)cc2)[C@H]2c3cc(C(=O)N(C)C)n(CCc4ccc(OC)c(Br)c4)c3C[C@H]2CN1C(=O)c1ccccc1 | 0.3 | 0.58
Cc1ccccc1-c1nnc(SCC(=O)NC2CCCCC2)o1 | 0.4 | 0.09
Cc1cccc(C(=O)NNC(=O)CSc2nnc(C(C)C)n2C)c1 | -1.0 | 1.3
CCS(=O)(=O)c1ccc2c(c1)N(S(=O)(=O)c1cccs1)CC(C(=O)O)O2 (stereo not given) | -0.7 | -0.24
Cn1c(N)c(C(=O)CSc2nnc(-c3ccccc3F)n2C2CC2)c(=O)n(C)c1=O | -1.0 | 0.05
Cc1cccc(NC(=O)CCS(=O)(=O)c2cc3c(cc2Cl)NC(=O)CO3)c1 | 0.1 | 0.86
COc1ccc(C2N(c3ccccc3)CCN2c2ccccc2)cc1O | 0.8 | -2.4
C=CCNC(=O)c1onc(CSc2ccc(C(C)C)cc2)c1C(=O)O | -0.3 | 1.2
COc1cccc(CC2(CO)CCCN(Cc3sc(N4CCCC4)nc3Cl)C2)c1 (stereo not given) | -1.0 | -1.3
O=c1c([N+](=O)[O-])c(NC2CCCCC2)c2ccccc2n1-c1ccccc1 | 0.1 | 2.2
COc1ccccc1N1CCN(C(=O)c2cc3ccccc3[nH]2)CC1 | -0.5 | -0.87
CNS(=O)(=O)c1ccc(Cl)nc1 | -1.9 | -0.7
CCC1CCCCN1C(=S)NC(=O)c1cccs1 (stereo not given) | . | -1.3
CC(=O)Nc1ccc(OCc2ccc3c(c2)OCO3)cc1 | 2.9 | -2.3
CC(C)OCCCNC(=O)c1c(N)n(/N=C/c2ccccn2)c2nc3ccccc3nc12 | -0.7 | 0.84
Cc1ccc(NC(=O)Nc2ccc(F)c(Cl)c2)cc1 | 0.7 | 0.41
CC1Cc2nc(SCC(=O)Nc3ccc4c(c3)OCCO4)n(C)c(=O)c2S1 (stereo not given) | -0.9 | 0.02
CC(=O)Nc1ccc(S(=O)(=O)Nc2ccc(S(=O)(=O)N3CCCCCC3)cc2)cc1 | -0.4 | 0.18
O=C(CCC(=O)Nc1ccccc1Cl)NNC(=S)Nc1ccccc1C(F)(F)F | 0.0 | 0.64
O=C(Cc1ccccc1)NNC(=O)C1CC=CCC1 (stereo not given) | -0.4 | -0.94
CCO[C@@H]1OC(C(=O)N2CCOCC2)=C[C@H](C(C)(C)C)[C@H]1CCCO | -0.7 | -1
NC(=S)NNC(=O)[C@@H]1CCCC[C@@H]1C(=O)O | -0.6 | 0
CCC(C)(C)n1nnnc1C(c1cccc(C#N)c1)N1CCN(c2cccc(C)c2C)CC1 (stereo not given) | -1.9 | 0.02
CC(C)=CCC/C(C)=C/C=N/NC(=O)c1ccccc1[N+](=O)[O-] | -1.9 | -0.51

Shown with two lines to a compound: entries from further up.
Order of results: STK33 kinase inh	Kir21 block
> O=C(COC(=O)c1cccnc1Cl)Nc1cccc(S(=O)(=O)N2CCCCC2)c1
    0.8	-1.5
> NC(=O)C1CCN(CCCNC2CC(=O)N(Cc3ccc(N4CCCC4=O)cc3)C2=O)CC1 (stereo not given)
    0.5	0.71

The list goes on:
SMILES | STK33 kinase inh | Kir21 block
O=C(c1c[nH]c(C(=O)C(Cl)(Cl)Cl)c1)c1ccccc1Br | 1.2 | 0.1
Cc1ccc(NC(=O)CCn2cnc3ccccc3c2=O)c(C)c1 | 9.1 | 3.2
CCN1C(N(C)C)=NC[C@@H]1Cc1ccccc1 | -0.5 | .
Cc1ccc(C(=O)NC(=S)Nc2ccc3[nH]c(=O)[nH]c3c2)c(C)c1 | -1.7 | -2.2
CSCCC(N=C(NS(=O)(=O)c1ccc(Br)cc1)c1ccccc1)C(=O)O (stereo not given) | 0.3 | 0
Cc1cnc(C(=O)OCc2ccc(Br)cc2F)cn1 | -4.6 | 1.1
COc1cc(NC(=O)C2Cc3ccccc3CN2S(C)(=O)=O)cc(OC)c1 (stereo not given) | -0.8 | 0.75
CCCCOC(=O)CSCC(=O)N1N=C(c2cccs2)CC1c1ccc(F)cc1 (stereo not given) | -1.1 | -0.04
CCOC(=O)N1CCN(c2c(F)cc3[nH]c(=S)[nH]c3c2Br)CC1 | -6.2 | 1.7
CCN(CC)S(=O)(=O)c1cc(NC(=O)CSc2nnc(-c3cccs3)o2)ccc1C | 0.8 | 0.83
COc1cc(/C=N/n2cnnc2)ccc1OCC(=O)N1CCOCC1 | -0.4 | 0.01

Screens from PubChem BioAssay.
